Source: PubChem
12-LOX inh – Primary qHTS assay for inhibitors of human arachidonate 12S-lipoxygenase (ALOX12): Round 2; purified 12hLO, xylenol orange hydroperoxide absorbance; Potency, µM (series often up to 108 µM), without a hit: at the highest dose activity change, negative = inhibition, hits mostly inhibitors; hit rate 1.1% among 580,000; AID 1671190, 2021; active = well fitted inhibition curve with a large enough effect; inconclusive = small, poorly fitted or top-dose-only effect, or another doubt; inactive = no such curve, though single readings can be large or run the other way
Target sequence (P18054 whole entry, looked up): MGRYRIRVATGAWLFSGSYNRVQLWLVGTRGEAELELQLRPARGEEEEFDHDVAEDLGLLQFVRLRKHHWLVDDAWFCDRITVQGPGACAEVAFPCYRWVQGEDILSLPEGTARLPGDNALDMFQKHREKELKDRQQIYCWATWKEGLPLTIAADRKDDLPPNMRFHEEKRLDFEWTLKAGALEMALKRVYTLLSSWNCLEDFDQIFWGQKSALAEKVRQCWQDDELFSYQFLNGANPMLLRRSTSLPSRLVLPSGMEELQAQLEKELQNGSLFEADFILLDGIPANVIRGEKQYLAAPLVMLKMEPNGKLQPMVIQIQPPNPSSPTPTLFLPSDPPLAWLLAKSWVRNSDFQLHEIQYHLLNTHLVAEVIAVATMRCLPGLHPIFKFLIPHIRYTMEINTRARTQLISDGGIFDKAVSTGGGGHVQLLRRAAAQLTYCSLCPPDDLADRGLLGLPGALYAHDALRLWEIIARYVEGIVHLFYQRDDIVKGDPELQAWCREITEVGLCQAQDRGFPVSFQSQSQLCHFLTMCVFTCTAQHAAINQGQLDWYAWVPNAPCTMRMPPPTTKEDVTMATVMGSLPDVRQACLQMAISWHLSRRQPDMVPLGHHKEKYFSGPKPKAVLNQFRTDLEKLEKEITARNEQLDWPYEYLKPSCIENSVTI
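Hydroperoxide product was detected by ferrous iron/xylenol orange as the 573 to 405 nm absorbance ratio. Arachidonic acid at 40 uM (final) was turned over for 30 min at room temperature by 150 nM human 12hLO, pH 7.0 Hepes buffer, after 15 min compound preincubation.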
* marks the source's active call; other numbers are inactive results; ? = inconclusive; [ ] = remark or other dose. % is set by controls: 0 for no effect and ±100 for the full control effect; potency is the fitted concentration of half-maximal effect. This is a subset. The share of hits here may be higher or lower than overall.

SMILES | 12-LOX inh
COc1ccc(-c2ccc3c(n2)CN(Cc2ccccc2F)C(=O)CO3)cc1OC | -20.8%[176 µM]
COc1ccc(CNC(=O)c2ccc(CN3C(=O)NC4(CCOCC4)C3=O)cc2)cc1 | 1.7%
C[C@H](C(=O)N1CCOCC1)C1CC[C@@]2(C)Cc3sc(-c4ccccc4)nc3[C@@H](C)[C@@H]2[C@H]1O (stereo partly drawn) | 16.7%
CCOC(=O)c1cc2cc(Br)ccc2oc1=O | 10.3%
CCC(O)c1cc2n(n1)CCN(C(=O)c1cn(-c3ccccc3)nn1)C2 (stereo not drawn) | 54.7%[activator]
O=C1CC2(CCN(CC3CC3)CC2)Oc2ccccc2N1 | 3.0%[176 µM]
Cc1ccc(Nc2nc(C(=O)OCC(=O)c3ccc(Br)cc3)cs2)cc1 | ?
Cc1ccc(F)c(NC(=O)[C@@H]2COCC(=O)N2Cc2ccc(F)cc2)c1 | 39.3%[activator]
CCc1ccc(NC(=O)c2ccc3c(Cl)c4c(nc3c2)CCCC4)cc1 | 6.5%
Cc1cccc(COc2ccc(CNC(=O)c3nccnc3N)cc2)c1 | 48.4%[activator]
CC(Cc1ccccc1)NC(=O)C1(c2ccccc2)CCCC1 (stereo not drawn) | ?
COc1ccc(-c2nc(-c3nnn4c3COC(c3ccc(Cl)cc3)C4)no2)cc1OC (stereo not drawn) | 18.7%
CNC(=O)[C@@H]1C[C@@H](n2cc(CNC(=O)Nc3cc(F)ccc3F)nn2)CN1 | -3.2%
O=C(NCc1ccccn1)C(=O)N1CCN(C(=O)c2cc3ccccc3[nH]2)CC1 | 36.7%[activator]
CC1(C)OC(c2ccccc2)=C/C(=C/C=C(C#N)C#N)O1 | ?
CCOc1cc(/C=C2/NC(=O)NC2=O)ccc1OCc1ccccc1F | 17.2%
O=C(NCc1cccc(F)c1)c1c(OCC2CC2)cc(=O)n2c1CCCCC2 | 58.6%[activator]
COCCNC(=O)c1ccc2c(c1)N(C)C(CC(=O)Nc1ccc(N)nc1)CO2 (stereo not drawn) | 23.1%
CN1CCC(N2CC[C@H](CO)[C@H](N(C)C)C2)CC1 | 37.4%[activator]
CC1=C[C@@H](CNC(=O)c2cnccn2)[C@H](C(C)C)C[C@H]1Cc1nc2ccc(F)cc2[nH]1 | 7.9%[176 µM]
O=C(NC1CCCN(C2CCCCCC2)C1)c1ccccc1N1CCOCC1 (stereo not drawn) | 38.1%[activator]
CCOC(=O)C(C)NC(=O)NCCC1CCN(C(=O)Nc2cccc(Cl)c2)CC1 (stereo not drawn) | 2.1%
O=C(CN(c1cc(Cl)cc(Cl)c1)S(=O)(=O)c1ccccc1)N1CCCC1 | 7.2%
COc1ccccc1Oc1c(C)oc2cc(OC(=O)C3CC3)ccc2c1=O | 10.5%
CC(C)CC(NC(=O)Cc1c[nH]c2ccccc12)C(=O)N(C)C (stereo not drawn) | 7.1%

Part of the list above in a different format.
12-LOX inh	molecule
?	CC1(C)OC(c2ccccc2)=C/C(=C/C=C(C#N)C#N)O1
-3.2%	CNC(=O)[C@@H]1C[C@@H](n2cc(CNC(=O)Nc3cc(F)ccc3F)nn2)CN1
1.7%	COc1ccc(CNC(=O)c2ccc(CN3C(=O)NC4(CCOCC4)C3=O)cc2)cc1
2.1%	CCOC(=O)C(C)NC(=O)NCCC1CCN(C(=O)Nc2cccc(Cl)c2)CC1 (stereo not drawn)

Remaining list, next part.
SMILES | 12-LOX inh
CC(C)c1nncn1C1CCN(S(=O)(=O)Cc2ccccc2F)CC1 | 43.6%[activator]
CC(=O)Nc1ccc(C(=O)NC2CCN(c3cc(-c4ccccc4)[nH]n3)CC2)cc1 | 50.3%[activator]
CCOCC(=O)N1CCC(N2C(=O)CCC2C(=O)NCc2ccccc2)CC1 (stereo not drawn) | 2.9%
CC(=O)NCCNC(=O)c1nnc2n1CCN(C(=O)C1CCCCC1)C2 | -7.2%
CN(C)c1ccc(-c2cc(-n3ccnc3)ncn2)cc1 | ?
COc1ccc(-c2cc(N3CCCC(NC(=O)c4ccsc4)C3)n[nH]2)cc1 (stereo not drawn) | 56.3%[activator]
Cc1ccc(NC(=O)N[C@@H]2C=C(C(=O)N[C@@H](Cc3cccs3)C(N)=O)C[C@@H](O)[C@@H]2O)cc1 | 10.7%
Cc1cccc(C)c1-n1nnnc1SCC(=O)N(C)c1ccccc1C(=O)NCc1ccco1 | 14.8%
COc1ccc(C(C(=O)NC(C)(C)C)n2c(-c3ccccc3Br)nc3cc(C)c(C)cc32)cc1 (stereo not drawn) | -18.7%
Cc1ccc2nsnc2c1S(=O)(=O)N[C@@H]1CC[C@@H](N)C1 | 77.7%[activator]
COc1ccc(CN2C(=O)[C@@H]3C[C@@H](CN3Cc3ccccc3C)Oc3ccccc32)cc1 | -1.6%[176 µM]
Cc1ccc(/C=N\NC(=O)c2ccc(C)cc2)cc1 | ?
CCc1ccc(C(CNC(=O)c2n[nH]c(=O)c3ccccc23)N(C)C)cc1 (stereo not drawn) | -5.1%
Cc1nn(Cc2ccccc2)c(C)c1CNS(=O)(=O)c1ccccc1 | 10.3%
CC(C)CCCCCCCCCCCCCCC(=O)O | 6.2%[176 µM]
C/C=C/Cn1c(SCCCCCCC)nc2c1c(=O)[nH]c(=O)n2C | ?
CC(=O)NC12CC3CC(C1)CC(C(=O)NCCCC1CCCC1)(C3)C2 | 2.4%
CCOC(=O)N1CCN(C(=O)CSc2nnc(-c3ccc(Cl)cc3)n2Cc2ccco2)CC1 | -0.2%
CCCCOc1ccc(NC(=O)COc2ccccc2OC)c2cccnc12 | 91.5%[activator]
CCC1CN(CCNC(=O)c2cccc(C(=O)OC)c2)Cc2cc(OC)ccc2O1 (stereo not drawn) | 12.7%
COC(=O)C1CCCCN1S(=O)(=O)c1cc(C)ccc1F (stereo not drawn) | -1.1%
CC(NC(=O)CC12CC3CC(CC(C3)C1)C2)c1ccncc1 (stereo not drawn) | 12.7%
COC(=O)[C@@H]1Cc2ncn(Cc3ccc(OC)cc3)c2CN1S(=O)(=O)c1ccc(OC)cc1 | 7.8%
CC(C)CC(NC(=O)NC(C)c1ccccc1)C(=O)O (stereo not drawn) | -66.2%
CC(C)(C)CC(C)(C)NC(=O)C(C1CC1)N1C(=O)C(=O)c2ccccc21 (stereo not drawn) | -23.3%
More structures:
SMILES | 12-LOX inh
CC(C)c1cccc(OCC(=O)N2CCCC2)c1 | -0.3%
COCC1CN(C)CC12CCN(Cc1ccc(C#N)cc1)CC2 (stereo not drawn) | 62.6%[activator]
Cc1nc(C2(C)CCN(C(=O)CCCC(=O)n3nc(C)c4ccccc43)CC2)no1 | -5.2%
O=C1NC2(CN([S+](=O)([O-])c3cccc(C(F)(F)F)c3)C2)Oc2ccccc21 | 9.3%
COC(=O)C1=C(C)N=C2SC=C(CC(=O)NC3CC3)N2C1c1cccc(F)c1 (stereo not drawn) | 13.7%
CC(C)[C@H](NC(=O)c1c(F)cccc1F)C(=O)O | -31.4%
CCCNCc1ccsc1 | ?
Cc1ccc(C(=O)NCc2nnc3cc(-c4nc(C5CC5)no4)ccn23)cc1 | 1.6%
O=C(c1cn2c(n1)CN([S+](=O)([O-])c1cccc(C(F)(F)F)c1)CC2)N1CCOCC1 | -2.0%[6.33 µM]
O=C1CC(c2ccccc2)N(C(=O)CNS(=O)(=O)c2ccc3c(c2)OCCO3)CCCCCN1 (stereo not drawn) | 6.8%
CC(CCc1ccco1)NC(=O)CCc1nnc2ccc(N3CCN(C)CC3)nn12 (stereo not drawn) | 32.7%[activator]
CC(C)(C)C(=O)N1CCn2c(nnc2[C@@H]2C[C@@H](O)CN2Cc2ccccc2)C1 | 31.1%
Cc1ccc(CNc2ccc3nnc(C4CCC4)n3n2)o1 | 13.8%
COc1ccc(-c2cc(C)cc3c2OC(CNC(=O)/C=C/c2ccncc2)C3)nn1 (stereo not drawn) | 9.6%
COc1ccccc1-c1ccnc(-c2nnc(C)n2Cc2ccncc2)c1 | 23.7%[176 µM]
O=C(NCc1cc(F)ccc1F)c1csc(N2CCN(c3ccccc3F)CC2)n1 | 9.9%
COc1ccc(CNC(=O)CC[C@]23CC[C@](C)(O)C[C@H]2C(C)(C)C[C@@H]3NC2CCOCC2)cc1 | 38.6%[activator]
CCOc1ccccc1NS(=O)(=O)c1c(C)cc(C)cc1C | -9.9%
COc1ccc(C2Cn3nnc(-c4nc(-c5ccc(OC(F)(F)F)cc5)no4)c3CO2)cc1 (stereo not drawn) | 30.2%[activator]
COCCN1C(=O)CS(=O)(=O)C12CCN(C(=O)c1ccc(C)s1)CC2 | 27.7%
O=C1CCN(C(=O)c2ccc3ccccc3n2)CCOCCN1 | 38.8%
CCCN1CCN(C(=O)Cn2nc(C)c3sc(-c4ccccc4)nc3c2=O)CC1 | 39.3%[activator]
C[C@@H]1[C@@H](c2ccccc2)Nc2ccc(Br)cc2[C@H]1NC(=O)OCc1ccccc1 | ?
COc1ccccc1C1=NC(C(F)(F)F)(C(F)(F)F)N=C(N(C)C)O1 | 13.2%
Cn1nccc1CN1CCC2(CC1)CN[S+](=O)([O-])c1ccccc1N2 | 61.5%[activator]
Further compounds
SMILES | 12-LOX inh
Cc1cnc(C(=O)N2CCC(c3nc(CCOc4ccc(F)cc4)no3)C2)cn1 (stereo not drawn) | 46.9%[activator]
COc1cc(NC(=O)NC[C@H]2O[C@@H](CO)[C@@H](O)[C@@H]2N(C)Cc2ccccc2)cc(OC)c1 | ?
CCCCCOc1ccc(/C=C/C(=O)O)cc1 | 7.1%
Cc1cccc(C(=O)NC2CCN(c3cc(-c4ccc(Cl)cc4)[nH]n3)CC2)c1 | 37.8%
O=C(NCC1Cc2cccc(-c3cnccn3)c2O1)c1ccc(F)c(Cl)c1 (stereo not drawn) | 3.7%
COCCC1(N(C)C)CCN(C(=O)C2CC2)CC1 | 37.4%[activator]
CNc1ccc(OC(F)(F)Cl)cc1 | -35.8%
CC(=O)N1CCN(C(=O)c2ccc3c(c2)NC(C)(CNc2ccccc2)CO3)CC1 (stereo not drawn) | 1.7%[176 µM]
CCOc1ccc(NC(=O)Cn2nc3n(c2=O)CCCC3)cc1 | 36.7%[activator]
CCc1cccc(NC(=O)CSc2ncc(-c3ccc(F)cc3)o2)c1 | ?
COc1nc2nc(CCc3ccccc3)n(C)c2cc1-c1ccc(CO)cc1 | 6.1%[176 µM]
Cc1noc(-c2cccc(F)c2)c1C(=O)NCc1cccc2ccccc12 | 15.4%
O=C(c1ccsc1)N1CCC2(CC1)CC(OCC1CC1)CCO2 (stereo not drawn) | 7.9%
CCN1CCN(c2nc3c(c(=O)n(C)c(=O)n3C)n2CC(=O)c2ccccc2)CC1 | 25.4%
CS(=O)(=O)N(CC(=O)N1CCc2ccccc2C1)c1cc(C(F)(F)F)ccc1Cl | -2.3%
CN1CCc2c(sc3c2c(=O)n(-c2cccc(Cl)c2)c(=O)n3CCN2CCCCC2)C1 | -18.9%
COc1ccc(NC(=O)N2CCC(NS(=O)(=O)c3ccccc3F)CC2)cc1 | 2.0%
COc1ccccc1C(=O)N1CCOc2ccc(C(C)(O)CCn3cccn3)cc2C1 (stereo not drawn) | -8.7%
O=[N+]([O-])c1cccc(-c2noc([C@@H]3C[C@@H](O)CN3Cc3cc4ccccc4o3)n2)c1 | -23.9%[176 µM]
CCC1(N2CCN(C(=O)c3cccc(OC(F)(F)F)c3)CC2)CCN(S(C)(=O)=O)C1 (stereo not drawn) | -3.6%
O=C(c1ccc(F)c(Cl)c1)N1CCC(n2cc(-c3nc(-c4ccccc4)no3)nn2)CC1 | ?
C/C(=N\O)c1cc(C(C)(C)C)c(O)c(C(C)(C)C)c1 | ?
Cc1ccc(NC(=O)c2ccc3c(c2)CCC3)cc1 | 0.0%
CCCn1nc(C(=O)Oc2ccc(C(=O)CC)cc2)c2ccccc2c1=O | -11.3%
CCOc1ccc(CCNC(=O)C(C)n2nc(C)n3c(cc4sccc43)c2=O)cc1OCC (stereo not drawn) | 2.2%
Additional results:
SMILES | 12-LOX inh
COc1cc(OC)c(CNC(=O)c2c(C)noc2-c2cc(OC)c(OC)c(OC)c2)c(OC)c1 | 0.1%
CN(C)C(=O)N1CCCC1c1nnc2n1CCNC2 (stereo not drawn) | ?
Cc1ccc(CN2C(=O)NC3(CCN(C(=O)c4ccc(C(C)(C)C)cc4)C3)C2=O)cc1 (stereo not drawn) | -13.2%
CCC(CO)Nc1nc2c(c(=O)n(Cc3ccc(F)cc3)c(=O)n2C)n1C (stereo not drawn) | 16.5%
O=C(O)C[C@@H]1CCN(C(=O)c2ccc(C(F)(F)F)cc2)C[C@@H]1CCN1CCN(c2ccccn2)CC1 | 12.2%
COc1ccc(Oc2ccc3[nH]c4c(c3c2)CCC/C4=N/O)cc1 | ?
O=S(=O)(Nc1ccc(-c2cn3ccsc3n2)cc1)c1ccccc1 | 35.5µM*
O=C(Nc1ccc2c(c1)OCCO2)C(=O)c1c[nH]c2ccc(Br)cc12 | -55.5%
c1ccc(-c2noc(-c3cncnc3N3CCSCC3)n2)cc1 | 49.2%[activator]
CCCN(CC#N)CC(=O)NC(=O)Nc1ccccc1 | -6.5%
CN1C(=O)Cc2cc(-c3csc(NC4CCCC4)n3)ccc21 | ?
CN1C[C@H]2CN(C(=O)c3cccnc3)CCN2C1=O | -0.8%[176 µM]

Five entries from above, with the structure last:
| 12-LOX inh | smiles |
| --- | --- |
| ? | COc1ccc(Oc2ccc3[nH]c4c(c3c2)CCC/C4=N/O)cc1 |
| 35.5µM* | O=S(=O)(Nc1ccc(-c2cn3ccsc3n2)cc1)c1ccccc1 |
| -55.5% | O=C(Nc1ccc2c(c1)OCCO2)C(=O)c1c[nH]c2ccc(Br)cc12 |
| 49.2%[activator] | c1ccc(-c2noc(-c3cncnc3N3CCSCC3)n2)cc1 |
| -6.5% | CCCN(CC#N)CC(=O)NC(=O)Nc1ccccc1 |
